DAX1 inh-1: inhibitors of DAX1 repression of SF-1 activated StAR promoter | AID 652010 | HEK293T StAR-luciferase reporter, SF-1/DAX-1 repression relief | inhibition, % at 6.8 µM | actives 1.1% (n = 370,000);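 active means inhibition above the mean over all tested compounds plus 3 SD, cut at about 3.6% in these data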;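 further: 0% = DAX-1 cells with DMSO and 100% = cells lacking DAX-1 with DMSO; higher inhibition means more luminescence from relief of DAX-1 repression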
ssDAF12 agonist: S. stercoralis DAF-12 activation, primary screen; HEK293 ssDAF-12/GRIP1 lit1-tk-luc reporter, luminescence; % of 3 µM dafachronic acid response; actives 1% (n = 370,000); activation, % at 6.8 µM;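 active means activation above the mean over all tested compounds plus 3 SD, cut at about 0.9% in these data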;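 further: 0% = DMSO-only wells and 100% = 3 µM delta7-dafachronic acid wells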
GAA850 FXN act: activators of GAA850 frataxin (FXN) promoter; actives 0.56% (n = 360,000); HEK293 lucGAA850 FXN promoter luciferase reporter, 24 h; percent of 10 µM SAHA response; activation, % at 6 µM;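 active means activation above the average of all compounds screened plus 3 SD, cutoff fixed separately per campaign, cut at about 7.5% in these data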;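 further: 0% = DMSO wells and 100% = 10 µM SAHA wells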
HGIII-sPLA2 inh: Blocks human group III sPLA2 activity; QFRET BODIPY PC-A2 liposome hydrolysis, fluorescence; inhibition, % at 12.2 µM; actives 0.56% (n = 370,000); AID 743126;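 active means inhibition above mean plus 3 SD of compounds lying within the high and low control bounds, cut at about 19% in these data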;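 further: 0% = median of test compound wells and 100% = no enzyme DMSO wells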
DAX1 inh-2: NR0B1 (DAX1) inhibition. P51843. HEK293 Gal4-DAX1 luciferase reporter, luminescence. inhibition, % at 6.75 µM. actives 0.99% (n = 340,000). AID 504766;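 active means inhibition above the mean over all tested compounds plus 3 SD, cut at about 4.2% in these data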;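 further: 0% = DAX1-transfected cells with DMSO and 100% = empty-vector control cells with DMSO; inhibition shows as a rise in luminescence from relieved DAX1 repression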
ADAM10 inh: inhibits human ADAM10; O14672; inhibition, % at 7 µM; AID 720582; recombinant ADAM10, EDANS/DABCYL FRET peptide cleavage, 3 h; actives 0.62% (n = 370,000);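 active means inhibition above a per-campaign cutoff equal to the mean of compounds falling between control-based bounds plus 3 SD, cut at about 20% in these data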;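 further: 0% = DMSO wells while the 100% control is not disclosed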
hcDAF12 agonist: activators of H. contortus DAF-12 nuclear receptor; HEK293 hcDAF-12 lit1-tk-luc reporter, luminescence; 0% DMSO, 100% Δ7-dafachronic acid; activation, % at 6.8 µM; actives 1.4% (n = 370,000);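 active means activation above the mean of all tested compounds plus 3 SD, cut at about 5.5% in these data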;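 further: 100% = response to 3 µM Δ7-dafachronic acid high control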
SMARCA2 act: increases SMARCA2 function in MMTV reporter cells. actives 1% (n = 370,000). activation, % at 9.1 µM. MG213 cells, MMTV-luciferase reporter, dexamethasone, overnight; in the data active means activation above about 7.8%;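 further: 0% = vehicle wells and 100% = reference activator wells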
GC-B act: GC-B (human) receptor activation; HEK293-GC-B cells, CNP EC30, cGMP TR-FRET; 0% at EC30 CNP, 100% saturating CNP; activation, % at 10 µM; actives 0.11% (n = 370,000);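 active means activation at 10 µM reaching about 35% in either raw or pattern-adjusted values, limit read from the data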
Target sequence (P20594 whole entry, looked up): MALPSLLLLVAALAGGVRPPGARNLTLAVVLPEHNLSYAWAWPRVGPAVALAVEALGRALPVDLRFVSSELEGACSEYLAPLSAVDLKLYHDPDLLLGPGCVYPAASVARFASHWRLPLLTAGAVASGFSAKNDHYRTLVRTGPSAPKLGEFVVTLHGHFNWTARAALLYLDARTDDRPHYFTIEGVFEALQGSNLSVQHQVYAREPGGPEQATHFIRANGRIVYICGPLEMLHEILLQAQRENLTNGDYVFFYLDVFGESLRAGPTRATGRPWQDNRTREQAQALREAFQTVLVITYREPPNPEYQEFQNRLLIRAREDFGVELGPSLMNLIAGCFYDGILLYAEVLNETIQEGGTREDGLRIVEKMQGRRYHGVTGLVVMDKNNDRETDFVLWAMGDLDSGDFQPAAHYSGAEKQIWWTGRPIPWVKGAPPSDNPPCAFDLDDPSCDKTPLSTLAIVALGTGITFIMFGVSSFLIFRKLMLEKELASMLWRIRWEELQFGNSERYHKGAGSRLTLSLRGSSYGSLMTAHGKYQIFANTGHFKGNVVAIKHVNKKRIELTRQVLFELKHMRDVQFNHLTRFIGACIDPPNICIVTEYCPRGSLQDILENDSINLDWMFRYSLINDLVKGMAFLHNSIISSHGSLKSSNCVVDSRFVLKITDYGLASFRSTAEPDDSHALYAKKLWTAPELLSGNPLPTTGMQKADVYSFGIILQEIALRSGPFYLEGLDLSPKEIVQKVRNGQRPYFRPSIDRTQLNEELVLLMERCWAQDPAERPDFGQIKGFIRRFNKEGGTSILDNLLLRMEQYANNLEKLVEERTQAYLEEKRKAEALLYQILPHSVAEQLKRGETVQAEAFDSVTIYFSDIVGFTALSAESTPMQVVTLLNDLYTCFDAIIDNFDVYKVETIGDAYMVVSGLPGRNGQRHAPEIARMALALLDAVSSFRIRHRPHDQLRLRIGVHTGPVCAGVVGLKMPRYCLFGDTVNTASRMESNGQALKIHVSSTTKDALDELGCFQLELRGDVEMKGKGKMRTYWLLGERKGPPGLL
NPR1 activator: GC-A (human) enzyme activation | AID 1671463 | actives 0.14% (n = 370,000) | HEK293 GC-A cells, cGMP TR-FRET, EC30 ANP; 0% at EC30 ANP, 100% saturating ANP | activation, % at 10 µM; in the data active means activation above about 40%
hgDAF12 agonist: agonists of H. glycines DAF-12 nuclear receptor; HEK293 GAL4-hgDAF12 UAS-luciferase reporter, agonist luminescence; normalized to butyrate control; activation, % at 6.8 µM; actives 1.8% (n = 370,000);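 active means activation above a cutoff set at the mean of all screened compounds plus 3 SD, cut at about 10% in these data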;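 further: 0% = DMSO wells and 100% = sodium butyrate wells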
* marks the source's active call; other numbers are inactive results; i = inactive; · = no result given.

entry	SMILES	DAX1 inh-1	ssDAF12 agonist	GAA850 FXN act	HGIII-sPLA2 inh	DAX1 inh-2	ADAM10 inh	hcDAF12 agonist	SMARCA2 act	GC-B act	NPR1 activator	hgDAF12 agonist
1	CCC(C)NC(=O)C(NS(=O)(=O)c1ccc2c(c1)c(=O)n(C)c(=O)n2C)c1ccccc1 (centres undefined)	1.9	-0.8	-0.1	4	-0.7	-10	-1.2	-3	-1	2	5.2
2	CCN(c1ccccc1)S(=O)(=O)c1cccc(C(=O)NCC(c2cccs2)N(C)C)c1 (centres undefined)	-0.8	-2.0	-0.5	-3	-0.1	6	-1.1	-2	2	4	0.9
3	Cc1c(NC(=O)CN2C(=O)NC3(CCCC3)C2=O)c(=O)n(-c2ccccc2)n1C	-0.8	-1.6	-0.9	0	-1.3	5	-2.1	7	-3	3	-2.1
4	Cc1cc(C)c(S(=O)(=O)N2CCN(C(=O)C3CC3)CC2)c(C)c1	0.7	-0.8	-0.3	2	-0.1	-1	-0.4	3	-5	0	-2.4
5	CCN(CC)S(=O)(=O)c1cccc(-c2n[nH]c(=S)n2C)c1	-0.4	-1.0	0.0	8	-0.9	-12	-0.1	-1	-2	0	0.1
6	COC(=O)CCCC1=CC2=C(c3ccccc3)C(=O)C(C)(OC(=O)C3CCCC3)C(=O)C2=CN1CCCCO (centres undefined)	-0.1	-1.2	0.0	-4	0.8	-9	-0.6	1	2	-1	1.2
7	Nc1ccn(CC(=O)NCc2ccccn2)c(=O)n1	-0.3	-0.5	0.7	8	-0.1	-7	-1.8	-1	0	1	-3.0
8	COc1ccc(CNC(=O)C2CCC(=O)N(CC3CCCCC3)C2)cc1 (centres undefined)	-0.3	-1.2	0.5	-3	-0.1	2	1.4	0	2	2	0.3
9	CC1=CC(c2ccccc2)n2nc(NS(=O)(=O)c3ccc(C)cc3)nc2N1 (centres undefined)	0.3	-1.1	-0.7	-1	0.4	i	-0.5	-2	-3	-2	-0.4
10	CC(=O)Nc1ccccc1S(=O)(=O)CC1CC1(Cl)Cl (centres undefined)	0.3	-1.2	0.9	11	1.2	-20	-1.2	0	2	-4	1.0
11	CC(C(=O)N1CCN(C)CC1)N1C(=O)c2ccccc2C1=O (centres undefined)	0.2	-1.2	-0.6	1	-0.1	4	-1.8	-3	2	3	2.7
12	CC(c1ccccc1)n1cc(C(=O)NCCN2CCOCC2)nn1 (centres undefined)	-0.2	-1.3	2.1	-4	-0.1	3	0.5	1	4	1	-0.4
13	CC(=O)Nc1ccc(CNc2nc(NCC3CC3)nc3ccsc23)cc1	1.0	-1.4	-1.5	-13	·	-19	-0.6	-5	-4	6	4.1
14	Cc1[nH]c2ccccc2c1N=Nc1cccc(C(=O)O)c1	4.2*	2.9*	4.7	-14	1.9	2	12*	3	-6	-3	14*
15	CCOc1ccc(-c2noc([C@@H]3O[C@H](CO)[C@@H](O)[C@H]3O)n2)cc1	0.8	-0.9	1.9	7	·	-3	1.6	7	0	7	3.2
16	Cc1c(Cl)cccc1N1CC(C(=O)Nc2nccs2)CC1=O (centres undefined)	0.6	-0.6	1.9	1	-0.8	4	-1.2	0	-2	-1	0.2
17	COc1ccc(CN2CCC(n3nccc3NC(=O)C3CCCC3)CC2)c(OC)c1	-2.3	-0.4	0.1	-6	0.5	-15	-2.8	0	-4	-2	1.3
18	CCC(CC)C(=O)Nc1cccc(C(=O)N2CCOCC2)c1	0.2	-1.4	0.8	5	0.6	3	-2.5	0	-2	-1	1.1
19	COC(=O)c1cc(=O)nc2scc(C)n12	1.1	-0.5	-0.7	12	0.3	-12	0.6	-1	2	3	-3.3
20	COc1ccc2oc(N)c(C=O)c(=O)c2c1	-0.2	-1.4	-1.1	4	1.7	-3	-0.6	0	-1	1	-0.9

The final 2 entries of the part before are carried over, then new ones follow.
entry	SMILES	DAX1 inh-1	ssDAF12 agonist	GAA850 FXN act	HGIII-sPLA2 inh	DAX1 inh-2	ADAM10 inh	hcDAF12 agonist	SMARCA2 act	GC-B act	NPR1 activator	hgDAF12 agonist
19	COC(=O)c1cc(=O)nc2scc(C)n12	1.1	-0.5	-0.7	12	0.3	-12	0.6	-1	2	3	-3.3
20	COc1ccc2oc(N)c(C=O)c(=O)c2c1	-0.2	-1.4	-1.1	4	1.7	-3	-0.6	0	-1	1	-0.9
21	Cc1cc(C)c2c(=O)[nH]c(SCC(=O)c3ccc(C(C)C)cc3)nc2n1	0.1	-0.9	-0.2	0	-0.1	-13	-0.4	3	-2	-3	0.1
22	CCOC(=O)c1c(NC(=O)c2noc(C)c2[N+](=O)[O-])sc(C(C)=O)c1C	-0.5	-1.8	3.3	-19	0.0	8	2.0	2	2	1	0.3
23	Cc1ccc(S(=O)(=O)CCC(=O)Nc2sccc2C#N)cc1	1.4	-0.6	-2.1	-3	1.6	-2	0.2	-1	-1	1	-1.3
24	CCOc1ccc(CNC(=O)C(C)n2nc(C)c3c(C)n(-c4ccccc4)nc3c2=O)cc1 (centres undefined)	-0.3	-1.4	-0.8	-2	-0.2	-10	-0.2	-1	1	-6	-0.7
25	COc1ccccc1N(C)S(=O)(=O)c1ccc(C(=O)OC(C)C(=O)NCc2ccc3c(c2)OCO3)cc1 (centres undefined)	-1.2	-2.6	-0.5	-9	-1.0	2	-2.0	-4	-3	3	2.9
26	C=CCN1C(=O)C(Cc2ccc(OC)cc2)SC1=Nc1ccc(C(=O)O)cc1 (centres undefined)	0.2	-1.0	-3.5	-6	-1.0	-7	-1.8	-1	-1	-1	0.9
27	CCCC1CCC2(CC1)CCC2OC(=S)Nc1ccccc1C(F)(F)F (centres undefined)	·	-1.1	·	8	·	2	-1.3	·	2	1	2.6
28	CCCCNCc1cc(Br)c(OCC(=O)NCc2ccccc2)c(OC)c1	1.1	-1.2	-2.1	-2	2.4	4	-1.0	-3	-3	2	-3.6
29	CC(C)(C)OC(=O)NCc1cc(F)ccc1/C=C/S(=O)(=O)NC1CCCC1	-1.6	-1.8	·	8	·	5	-1.2	1	-3	0	-1.9
30	O=C(NCc1ccc2c(c1)OCO2)C(=S)N1CCOCC1	-0.3	-1.4	1.6	2	-0.4	-4	-1.9	-1	-4	1	-0.2
31	CCOC(=O)N1CCC(NC(=O)C2CCN(S(=O)(=O)c3c(C)noc3C)CC2)CC1	-0.5	-0.9	-3.2	2	1.0	-1	-0.7	-2	7	-1	-1.1
32	CN(CCc1ccccn1)Cc1ccc(Cl)cc1Cl	-0.4	-1.7	0.8	3	2.0	5	0.1	4	-5	-4	2.9
33	CCN(CC)C(=O)CN(c1cc2c(cc1OC)oc1ccccc12)S(=O)(=O)c1ccccc1	-1.0	-1.0	1.1	-2	2.4	4	0.1	0	8	3	1.3
34	O=C(NCCN1C(=O)S/C(=C/c2cccnc2)C1=O)C1=NN(c2ccccc2)C(=O)CC1	2.8	-1.2	1.4	6	-0.5	-7	1.9	-2	5	-2	-0.5
35	Oc1ccc(/C=C/c2ccc3ccccc3n2)cc1	0.2	-1.6	-3.6	-22	-7.5	-393	0.9	-4	3	8	-0.1
36	CCCCC(O)(C(NC=O)C(=O)OC)C(F)(F)F (centres undefined)	0.1	-1.0	-1.6	1	0.9	5	3.5	-4	8	3	-1.4
37	NC(=O)C1(Nc2ccccc2Cl)CCCC1	-0.7	-1.3	0.4	9	4.6*	-2	-1.3	1	-5	1	-1.9
38	NC(=O)c1cc(S(=O)(=O)Nc2ccccc2)cs1	-0.5	-1.2	1.5	3	-0.1	16	1.3	3	4	2	0.6
39	CCOC(=O)Cn1c2c(c(=N)c3c1CCC3)CCCC2	-1.3	-1.9	2.7	5	2.0	-2	-1.9	-1	1	2	-5.0
40	COc1cccc(-c2csc(N3CCN(C(=S)Nc4ccc(Cl)cc4)CC3)n2)c1	-0.5	-1.0	2.8	3	-2.7	5	1.4	1	4	2	3.9

Look-ups from above.
Value of `Nc1ccn(CC(=O)NCc2ccccn2)c(=O)n1` in DAX1 inh-1: -0.3
Value of `Cc1cc(C)c(S(=O)(=O)N2CCN(C(=O)C3CC3)CC2)c(C)c1` in DAX1 inh-2: -0.1
Value of `CCN(CC)S(=O)(=O)c1cccc(-c2n[nH]c(=S)n2C)c1` in SMARCA2 act: -1
Value of `Cc1ccc(S(=O)(=O)CCC(=O)Nc2sccc2C#N)cc1` in GAA850 FXN act: -2.1

Reformatted with two lines to a compound: entries from further up
Every second line gives: DAX1 inh-1, ssDAF12 agonist, GAA850 FXN act, HGIII-sPLA2 inh, DAX1 inh-2, ADAM10 inh, hcDAF12 agonist, SMARCA2 act, GC-B act, NPR1 activator, hgDAF12 agonist
(36) CCCCC(O)(C(NC=O)C(=O)OC)C(F)(F)F (centres undefined)
 : 0.1, -1.0, -1.6, 1, 0.9, 5, 3.5, -4, 8, 3, -1.4
(37) NC(=O)C1(Nc2ccccc2Cl)CCCC1
 : -0.7, -1.3, 0.4, 9, 4.6*, -2, -1.3, 1, -5, 1, -1.9

The listing continues.
entry	SMILES	DAX1 inh-1	ssDAF12 agonist	GAA850 FXN act	HGIII-sPLA2 inh	DAX1 inh-2	ADAM10 inh	hcDAF12 agonist	SMARCA2 act	GC-B act	NPR1 activator	hgDAF12 agonist
41	O=C(/C=C/c1ccccc1)NCCSc1ccc(Cl)cc1	-0.2	-0.9	-0.3	-10	0.6	3	-0.8	0	-12	5	-0.9
42	CCCOc1ccc(C(CC(=O)O)NS(=O)(=O)c2ccc(NC(C)=O)cc2)cc1 (centres undefined)	-0.6	-0.4	0.2	3	1.8	0	1.9	-4	0	-1	-1.9
43	O=C(O)C(=Cc1ccc([N+](=O)[O-])cc1)c1cccc(Cl)c1	0.4	-1.0	-0.5	-3	3.4	-9	-2.1	1	0	4	0.4
44	COc1ccc(NC(=O)C2CCN(c3cc(C)nc(-c4ccccc4)n3)CC2)cc1	-0.4	-1.2	-0.1	-8	-0.9	-4	-0.2	-4	-3	-2	-4.0
45	COc1ccc(N(CC(=O)NCCSc2ccccn2)S(=O)(=O)c2ccccc2)cc1Cl	-1.9	-1.3	-0.8	-6	-1.0	8	-1.5	-1	-12	-11	-0.5
